Assay outcomes deposited in PubChem BioAssay by National Center for Advancing Translational Sciences (NCATS).
a7 integrin act: activates integrin-mediated alleviation for muscular dystrophy; alpha7betagal myoblasts, beta-gal FDG fluorescence, 48 h; Potency, µM (titrated, usually from 38.3 µM), for the others: at the highest dose activation, actives largely listed as activators; 0.064% of 350,000 active; AID 624291;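 also: potency is read from the fitted curve at half-maximal effect; 100% = response of the positive control SU9516; nearly all actives have a fitted effect of over 60% in size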
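Alpha7betagal+/- myoblasts (passage 13) were plated 16-24 hr, then exposed to compounds (1:260 dilution of DMSO stock) for 48 hours at 37C. After MPER lysis, β-galactosidase reporter activity was read as FDG fluorescence (ex 480/em 540) after 30 minutes.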
TCR act: activates T cell receptor signaling; primary human leukocytes, anti-CD3, IL-2 HTRF, 48 h; Potency, µM (top dose mostly 9.22 µM), without a hit: top-dose activation of IL-2 secretion, hits mostly activators; 330,000 tested, under 10 active; also: % of control where 0% means no effect
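Activity was scored as IL-2 release from primary human leukocytes given only a TCR signal (a-CD3 beads) plus compound for 48 hr. Detection used a two-antibody HTRF format read at 665nm.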
MLL CXXC-DNA inh: blocks binding of human MLL CXXC domain to DNA | AID 2662 | Potency, µM (highest dose often 115 µM), inactives show at the highest dose activity change, negative = inhibition, hits mostly inhibitors | Q03164 | 0.037% of 290,000 active | MLL-CXXC / FITC-HOXA9 DNA fluorescence polarization; active = well fitted inhibition curve with a large enough effect in the polarisation, with a control signal flat, not every such curve was filed as active; inconclusive = small, poorly fitted or top-dose-only effect, or effect the other way, or a change in a side signal; inactive = no such curve, though single readings can be large or run the other way; the % refers to the polarisation; also: potency is read from the fitted curve at half-maximal effect
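Steps: dispense CXXC domain solution (7 uM) → pin compounds or unlabeled HOX-A9 DNA control → 5 min ambient → add FLSN-HOX-A9 solution (50 nM) → spin → 30 min ambient → fluorescence polarization. Tris pH 7.5/NaCl/DTT/BSA buffer.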
p53 reactivator: mutant p53 re-activation in reporter cells; H1299 p53-A138V BP100-luciferase reporter, luminescence, 24 h; 0.063% of 320,000 active; Potency, µM (series often up to 92.2 µM), inactives show at the highest dose activity change, positive = activation, hits mostly activators; also: potency is read from the fitted curve at half-maximal effect; % of control where 0% means no effect; nearly all actives have a fitted effect of over 45% in size
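p53-null H1299 cells stably carrying temperature-sensitive p53-A138V and a BP100-luciferase reporter were pinned with compounds (4-point, 1:5 series) and held 24 hrs at 37 deg C. Luminescence was read 10 min after detection reagent.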
B2AR arrestin: recruits beta-arrestin to the human beta2-adrenergic receptor; 0.02% of 330,000 active; beta-arrestin recruitment to beta2AR, cell-based reporter; Potency, µM (top dose mostly 46.1 µM), for the others: at the top dose activation, hits mostly activators;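 also: potency is read from the fitted curve at half-maximal effect; 0% = DMSO controls and full agonism = EC100 isoproterenol or metaproterenol; nearly all actives have a fitted effect of over 65% in size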
Target sequence (P07550 whole entry, looked up): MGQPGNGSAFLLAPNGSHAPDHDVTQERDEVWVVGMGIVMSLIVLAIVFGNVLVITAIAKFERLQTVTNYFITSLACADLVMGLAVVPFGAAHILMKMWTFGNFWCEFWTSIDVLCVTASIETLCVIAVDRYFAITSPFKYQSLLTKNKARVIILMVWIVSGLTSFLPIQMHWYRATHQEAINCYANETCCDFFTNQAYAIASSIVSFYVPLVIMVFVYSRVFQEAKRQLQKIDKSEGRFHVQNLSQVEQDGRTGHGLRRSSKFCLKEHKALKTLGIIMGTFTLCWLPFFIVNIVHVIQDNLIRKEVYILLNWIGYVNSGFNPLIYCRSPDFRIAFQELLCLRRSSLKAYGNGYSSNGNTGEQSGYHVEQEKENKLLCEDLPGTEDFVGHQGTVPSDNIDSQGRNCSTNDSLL
TRPV1 ag: human TRPV1 agonism; Q8NER1; TRPV1-expressing cells, Fluo-8 calcium influx, agonist mode; activation, % at 8.33 µM; 0.19% of 320,000 active; AID 540275; in the data active = activation above about 80%; inconclusive = between about 30% and that limit; also: 0% is about no effect
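Cells expressing TRPV1 were dye-loaded with Fluo-8 and read kinetically: 10 s baseline, 3 min after compound (agonist portion), then 2 min after EC20 capsaicin (allosteric enhancer portion). Calcium-bound dye fluorescence at 480/520 nm.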
ELG1 repair inh: inhibitors of ELG1-dependent DNA repair in HEK293T cells. HEK293T ELG1-luciferase reporter, luminescence, 16 h; DNA damage induced by 5-fluorouridine. Potency, µM (doses to about 46.1 µM), for inactives: at the highest dose activity change, negative = inhibition, most hits filed as inhibitors. 2.3% of 330,000 active. AID 504467; also: potency is read from the fitted curve at half-maximal effect; % is scaled to controls: 0 for no effect and ±100 for the full control effect; nearly all actives have a fitted effect of over 55% in size
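DMSO vehicle served as the neutral condition. Each well held 2,000 cells given 5-fluorouridine plus compound; after 16 hr at 37 °C/5% CO2, ONE-Glo was added and luciferase measured 30 min later.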
AT treatment: candidate therapy for ataxia-telangiectasia | […] A-T fibroblasts, KAP-1 phosphorylation AlphaLISA; neocarzinostatin DNA damage 30 min before lysis | Potency, µM (titrated, usually from 57.5 µM), for the others: at the highest dose activation, usual class: activators | 0.19% of 320,000 active | AID 485349; also: potency is read from the fitted curve at half-maximal effect; % of control where 0% means no effect; nearly all actives have a fitted effect of over 45% in size
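ATM-like activity read as KAP-1 phosphorylation via AlphaLISA donor/acceptor antibody pairs after lysis and 6 hr at 25C. Cells were ATM-null patient fibroblasts ([…], hTERT), dosed 60 min, then exposed to the DSB inducer NCS for 30 min.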
BRCA1 expr up: activators of BRCA1 expression. 1.1% of 380,000 active. MCF7-BRCA1-FFLuc reporter, luminescence, 48 h; response scale: scaled: vehicle 0%, 10 µM genistein 100%. AID 624202. Potency, µM (titrated, usually from 46.1 µM), inactives show at the top dose activation, hits mostly activators; also: potency is read from the fitted curve at half-maximal effect; nearly all actives have a fitted effect of over 80% in size; some results filed as inactive show a strong effect at the top dose
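Reporter cells (MCF7, BRCA1 promoter-firefly luciferase) received library compounds across a concentration series for 48 h. End-point luminescence was measured and concentration-effect curves derived after normalization.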
PTAP TSG101 blk: blocks PTAP/TSG101 interaction to inhibit HIV-1 budding | Q99816 | Fluorescence polarization, FITC-PTAP peptide / Tsg101 binding | Potency, µM (highest dose often 115 µM), without a hit: top-dose activity change, negative = inhibition, most hits filed as inhibitors | 340,000 tested, under 10 active | AID 493005; active = well fitted inhibition curve with a large enough effect in the main read-out, with a control signal flat, not every such curve was filed as active; inconclusive = small, poorly fitted or top-dose-only effect, or effect the other way, or a change in a side signal; inactive = no such curve, though single readings can be large or run the other way; also: potency is read from the fitted curve at half-maximal effect; % of control where 0% means no effect
Target sequence (Q99816 whole entry, looked up): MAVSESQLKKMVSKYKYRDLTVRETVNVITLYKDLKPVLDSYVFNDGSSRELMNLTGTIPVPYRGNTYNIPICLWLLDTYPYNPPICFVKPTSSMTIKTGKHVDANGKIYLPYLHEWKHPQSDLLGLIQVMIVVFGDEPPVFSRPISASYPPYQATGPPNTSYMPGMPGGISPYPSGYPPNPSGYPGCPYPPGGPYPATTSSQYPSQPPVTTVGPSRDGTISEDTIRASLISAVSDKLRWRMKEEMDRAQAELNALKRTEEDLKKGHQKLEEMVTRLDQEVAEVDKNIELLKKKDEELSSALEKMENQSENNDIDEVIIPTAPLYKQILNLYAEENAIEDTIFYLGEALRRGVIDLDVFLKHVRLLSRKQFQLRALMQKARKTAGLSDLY
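Fluorescence anisotropy tracks displacement of a FITC-tagged PTAP peptide (50 nM) from the Tsg101 binding domain (10 uM), following a 20 min room-temperature incubation at pH 7.5.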
Starred values were filed as active, the others as inactive; u = inconclusive; x = not tested or not shown; [ ] = another dose, or the depositor's remark. Unless noted, calls follow the shape of the dose curve; as a rule, active = well fitted curve in the direction sought with a large enough effect; inconclusive = small, poorly fitted or top-dose-only effect, or another doubt; inactive = no such curve, though single readings can be large; an effect the other way counts as inactive or inconclusive.

SMILES	a7 integrin act	TCR act	MLL CXXC-DNA inh	p53 reactivator	B2AR arrestin	TRPV1 ag	ELG1 repair inh	AT treatment	BRCA1 expr up	PTAP TSG101 blk
Cc1ccc(NC(=O)CSc2nc3c(c(=O)[nH]2)CN(Cc2ccc(F)cc2)CC3)cc1C	-7%	-4%[46.1 µM]	3%	-8%	-0.9%	-1	u	3%	-31%	0%
Cc1ccc(OCCSc2nc3ccccc3n2CC(=O)O)c(C(C)C)c1	0%	-11%	6%	-5%	0.6%	4	1%	-11%	-21%	-5%
Cc1ccc(N2C(=O)N(CC(=O)N3c4ccccc4CC3C)C(=O)C2C)cc1 (stereo not given)	-23%	-3%	x	0%	0.0%	u	8%	2%	-15%	3%
O=C(N/N=C/c1ccc(N2CCOCC2)o1)c1cccc(F)c1	-20%	-11%[46.1 µM]	16%	u	-0.5%	1	12%	x	2%	-7%
COc1cc(C=O)ccc1OCC(=O)Nc1ccc2c(c1)OCO2	u	16%	7%	-23%	-0.8%	2	-6%	9%	41%	-3%
CCOc1ccc(Cn2nnc(C(=O)NCc3ccc(OC)cc3)c2N)cc1	-27%	2%[46.1 µM]	15%	-4%	0.2%	-1	-5%	-4%	-2%	2%
CCOc1ccc2c(C)cc(=O)oc2c1OCC	2%	-1%	-5%	-1%	0.4%	3	4%	6%	3%	-1%
Cc1ccc(C)c(NS(=O)(=O)c2cc(C(=O)NCc3ccccn3)ccc2C)c1	-10%	-6%	6%	-11%	3.5%	0	-3%	4%	-9%	1%
COc1ccc(C(=S)NC2CCCCC2)cc1	13%	4%	2%	u	0.5%	24	u	4%	u	6%
CCOC(=O)CCCCC(=O)c1[nH]c(=O)[nH]c1CSc1nc(C)cc(=O)[nH]1	4%	-3%	-3%	8%	-0.1%	0	10%	3%	2%	-2%
COC(=O)c1ccc(C2C(Oc3ccccc3)C(=O)N2CCc2ccc(F)cc2)cc1 (stereo not given)	14%	-4%	14%	0%	0.3%	7	14%	-9%	-27%	-2%
Cc1ccccc1OCC(=O)Nc1sc(C(=O)Nc2cccc(C)c2C)c(C)c1C#N	13%	x	-6%	3%	-0.3%	-13	-10%	5%	-25%	-9%

Structures listed so far with an NH in an aromatic ring, in the order listed:
SMILES	a7 integrin act	TCR act	MLL CXXC-DNA inh	p53 reactivator	B2AR arrestin	TRPV1 ag	ELG1 repair inh	AT treatment	BRCA1 expr up	PTAP TSG101 blk
Cc1ccc(NC(=O)CSc2nc3c(c(=O)[nH]2)CN(Cc2ccc(F)cc2)CC3)cc1C	-7%	-4%[46.1 µM]	3%	-8%	-0.9%	-1	u	3%	-31%	0%
CCOC(=O)CCCCC(=O)c1[nH]c(=O)[nH]c1CSc1nc(C)cc(=O)[nH]1	4%	-3%	-3%	8%	-0.1%	0	10%	3%	2%	-2%

Fetched by structure from above, six records:
SMILES	a7 integrin act	TCR act	MLL CXXC-DNA inh	p53 reactivator	B2AR arrestin	TRPV1 ag	ELG1 repair inh	AT treatment	BRCA1 expr up	PTAP TSG101 blk
Cc1ccc(C)c(NS(=O)(=O)c2cc(C(=O)NCc3ccccn3)ccc2C)c1	-10%	-6%	6%	-11%	3.5%	0	-3%	4%	-9%	1%
COc1cc(C=O)ccc1OCC(=O)Nc1ccc2c(c1)OCO2	u	16%	7%	-23%	-0.8%	2	-6%	9%	41%	-3%
CCOc1ccc2c(C)cc(=O)oc2c1OCC	2%	-1%	-5%	-1%	0.4%	3	4%	6%	3%	-1%
Cc1ccccc1OCC(=O)Nc1sc(C(=O)Nc2cccc(C)c2C)c(C)c1C#N	13%	x	-6%	3%	-0.3%	-13	-10%	5%	-25%	-9%
Cc1ccc(N2C(=O)N(CC(=O)N3c4ccccc4CC3C)C(=O)C2C)cc1 (stereo not given)	-23%	-3%	x	0%	0.0%	u	8%	2%	-15%	3%
COc1ccc(C(=S)NC2CCCCC2)cc1	13%	4%	2%	u	0.5%	24	u	4%	u	6%

The list goes on:
SMILES	a7 integrin act	TCR act	MLL CXXC-DNA inh	p53 reactivator	B2AR arrestin	TRPV1 ag	ELG1 repair inh	AT treatment	BRCA1 expr up	PTAP TSG101 blk
COc1ccc(OCc2cc(C(=O)NCC(C)Oc3cccnc3)no2)c(Cl)c1 (stereo not given)	-29%	8%	0%	11%	0.3%	5	24%	10%	u	0%
COc1ccc2c(c1)c1nc3ccccc3nc1n2Cc1ccc(OC)c(OC)c1	2%	-4%[46.1 µM]	u	-18%	-0.6%	0	u	-2%	-27%	-16%
O=C(CNC(=O)c1cccs1)OCC(=O)c1ccccc1	3%	4%	7%	-2%	0.2%	3	13%	-7%	3%	-2%
Cc1cc(=O)oc2cc(OC(C)C(=O)NCC3CCC(C(=O)O)CC3)ccc12 (stereo not given)	2%	0%	4%	x	-0.6%	0	u	-17%	2%	0%
O=C(NCc1cccs1)C1CCCN1C(=O)Nc1ccccc1 (stereo not given)	14%	-2%	18%	-3%	-0.2%	1	4%	1%	-7%	-4%
CC(C)CCC(CC(C)O)c1n[nH]c(=S)n1-c1ccccc1 (stereo not given)	14%	-2%[46.1 µM]	-6%	-1%	0.5%	0	3%	-2%	7%	-4%
COCCNC(=O)Cn1c(=O)n(CCCCCC(=O)Nc2ccccc2)c(=O)c2sccc21	-21%	6%[46.1 µM]	-3%	19%	-0.4%	-5	u	-4%	33%	0%
CC(C)(CCl)C(=O)Nc1ccc(OC(F)(F)F)cc1	1%	x	-1%	11%	0.1%	17	-5%	3%	1%	0%
COc1cccc(CNC(=O)c2cccnc2Sc2ccccc2)c1	-17%	-2%	2%	-8%	0.2%	0	-1%	7%	5%	-2%
CC/C=C/C(=O)N1CC2(CC(c3cccc(NC(=O)COc4ccc(Cl)cc4)c3)=NO2)C[C@H]1C(N)=O (stereo not given in full)	-15%	6%	19%	7%	-0.3%	-4	16µM*	u	16%	-4%
O=C1C=CC(=O)N1CCCCCCN1C(=O)C=CC1=O	0%	1%[46.1 µM]	-21%	x	-1.4%	3	23µM*	-8%	-85%	-3%
COc1ccccc1-n1cnnc1SCC(=O)Nc1cccnc1Cl	24%	0%	-5%	0%	0.0%	0	-16%	-4%	8%	-5%
CCC1(C(=O)OC)NC(c2ccccc2OC)C2C(=O)N(C)C(=O)C21 (stereo not given)	-29%	0%	11%	0%	-0.7%	-5	10%	1%	6%	-3%
Cc1cc2c(s1)CCCCC(=O)N2	7%	0%	1%	-7%	-0.8%	-4	7%	14%	0%	0%
Nc1nnc(SCc2c(F)cccc2Cl)s1	8%	3%	-5%	5%	-0.5%	-3	16%	1%	37%	0%
COC(=O)C(NC(=O)CCC(=O)N[C@@H](C(=O)OC)c1ccccc1)c1ccccc1 (stereo not given in full)	4%	7%	6%	9%	-1.0%	-3	23%	-7%	5%	1%
O=C1CSC(c2ccccc2)N1c1nnc(C23CC4CC(CC(C4)C2)C3)s1 (stereo not given)	x	x	7%	10%	-0.2%	-5	1%	-2%	x	x
COc1ccc(OC)c(NC(=O)Cn2nc(C)c3ccccc3c2=O)c1	-19%	-1%	1%	x	-0.2%	13	2%	3%	9%	0%
Nc1nc(CN2CCc3ccccc3C2)nc(Nc2ccccc2)n1	-28%	4%	8%	u	-0.3%	-13	-21%	-18%	10%	0%
COc1ccc(Cl)cc1C(=O)NC1=NCCS1	2%	7%	-4%	7%	0.5%	18	u	-9%	16%	-1%
Nc1cc(=O)[nH]c(=S)n1-c1ccccc1	-1%	2%	8%	-5%	0.3%	-2	3%	-5%	7%	-6%
COc1ccccc1NC(=O)CCSc1nnc(-c2ccc(O)cc2)o1	-25%	0%	-9%	-1%	0.2%	2	-2%	6%	-38%	-8%
CCOC(=O)c1sc(NC(=O)c2ccco2)nc1-c1ccccc1	-13%	3%	9%	10%	0.0%	u	-4%	0%	5%	-11%
Cc1ccc(OCC(=O)Nc2ccc3c(c2)OC(F)(F)O3)c([N+](=O)[O-])n1	1%	1%[46.1 µM]	8%	-2%	0.0%	4	3%	-8%	-21%	1%
COc1cc(NC(=O)c2ccc(C)cc2)ccc1NC(=O)c1cc2ccccc2o1	10%	-11%	1%	2%	-1.0%	8	u	9%	-10%	-4%
CCCCn1c(=N)n(CC(=O)C(C)(C)C)c2ccccc21	4%	1%	-9%	-2%	-0.2%	u	0%	1%	-27%	-2%
CCOC(=O)C1CCCN(C(=O)c2cc(-c3ccccc3)nc3ccccc23)C1 (stereo not given)	-27%	-2%	10%	-4%	0.0%	20	u	2%	-17%	1%
